Polio RdRp inh = poliovirus RNA polymerase inhibition. poliovirus polymerase elongation, fluorescence polarization; hits give low values. % elongation, % (compound at 16.7 µg/mL). AID 588519. hit rate 0.66% among 150,000. P03300; in the data active = % elongation below about 90%; note: some results filed as inactive read as strong as hits
Target sequence (P03300 1749-2209 limits assumed): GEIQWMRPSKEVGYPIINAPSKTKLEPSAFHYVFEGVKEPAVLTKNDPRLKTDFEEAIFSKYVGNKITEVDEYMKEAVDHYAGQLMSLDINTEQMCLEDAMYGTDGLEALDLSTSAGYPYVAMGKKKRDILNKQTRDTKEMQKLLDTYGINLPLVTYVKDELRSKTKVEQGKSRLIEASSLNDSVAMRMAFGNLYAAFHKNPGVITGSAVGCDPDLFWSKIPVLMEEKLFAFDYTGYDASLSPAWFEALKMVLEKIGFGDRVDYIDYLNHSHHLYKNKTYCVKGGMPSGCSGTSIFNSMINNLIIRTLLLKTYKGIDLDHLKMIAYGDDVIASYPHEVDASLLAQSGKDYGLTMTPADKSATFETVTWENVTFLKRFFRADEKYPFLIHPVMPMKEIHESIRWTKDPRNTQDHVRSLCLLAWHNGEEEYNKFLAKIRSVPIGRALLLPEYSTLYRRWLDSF
Polio RdRp inh FP z-score = recorded beside Polio RdRp inh, whose call it bears; z-score; measured here: FP z-score; hits read low
* = called active by the depositor; & = joins results of further samples. An excerpt. The share of hits here may be higher or lower than overall.

SMILES	Polio RdRp inh	Polio RdRp inh FP z-score
Cn1c(=O)cc(OCC(=O)NCCC2=CCCCC2)c2ccccc21	102.0	0.1
CC1=C(C(=O)Nc2ccc(C)cc2C)C2(CCN(S(C)(=O)=O)CC2)OC1=O	99.0	-1.2
CCn1c2ccccc2c2cc(CNCCO)ccc21	101.0	-0.3
COc1cc(-c2nnc(SCC(=O)c3ccco3)n2C)cc(OC)c1OC	105.0	0.1
CC1C(=O)CCNC1c1ccccc1 (stereo unspecified)	104.0	1.1
COc1cc(NS(=O)(=O)c2cc3c(cc2C)n(C)c(=O)c(=O)n3C)cc(OC)c1	98.0	-1.8
CCOc1ccc(NC(=O)C2CCN(c3nnc(C)c4c(C)n(-c5ccccc5)nc34)CC2)cc1	106.0	-0.5
O=C(OCN1C(=O)c2ccccc2C1=O)c1cccc(OC(F)F)c1	104.0	0
O=C(Nc1ccccc1)Nc1ccc2nnsc2c1	103.0	0
CC(C)Cn1cnc2c1c(=O)n(CC(=O)NCC(F)(F)F)c(=O)n2Cc1ccccc1	104.0	0.1
O=C1CCC(C(=O)OCc2ccc(Br)cc2)=NN1	102.0	-0.2
CCOc1cc(C)c(Cl)cc1S(=O)(=O)N1CCN(C)CC1	101.0	0.3
CCCNC(=O)C1CCC(CNS(=O)(=O)c2cccc3nsnc23)CC1 (stereo unspecified)	104.0	0.8
Cc1cccc(NC(=O)c2c(C)oc3ncnc(N4CCCCC4)c23)c1C	101.0	-0.9
CCOc1ccc(C(=O)c2cn(CC(=O)Nc3ccc(OC)cc3)c3cc4c(cc3c2=O)OCO4)cc1	106.0	0.1
COc1ccc(-n2cnc3cc(C(=O)NCC4CCCO4)ccc32)cc1 (stereo unspecified)	102.0	0.3
COc1ccc(NC(=O)C(=O)NCCc2csc(-c3ccc(Cl)cc3)n2)cc1	107.0	0.7
CCCN1CCCc2cc(CN)ccc21	26.0*	-15.1*
COc1ccc(N2C(=O)C(CC(=O)Nc3ccccc3)N(CCC3=CCCCC3)C2=O)cc1 (stereo unspecified)	104.0	-0.1
COC(=O)c1cc2sc(Cl)cc2n1Cc1nc(-c2ccc(OC)c(OC)c2)oc1C	103.0	0.5
CCC1Sc2ccc(S(=O)(=O)CCC(=O)N3CCCc4ccccc43)cc2NC1=O (stereo unspecified)	99.0	-1.5
CC1(C)C(c2ccco2)=[N+]([O-])C(C)(C)N1O	102.0	0.1
O=C(CSC1=Nc2ccccc2N=C(c2ccc(F)cc2)C1)Nc1ccccc1	112.0	1.2
Cn1c(=O)oc2cc(S(=O)(=O)N3CCCC(C(=O)Nc4ccc(Br)cc4F)C3)ccc21 (stereo unspecified)	106.0	-0.3
O=C(O)c1ccc2nc(-c3ccccc3)sc2c1	100.0	-0.1

Next section, overlapping the part above by 2 compounds.
SMILES	Polio RdRp inh	Polio RdRp inh FP z-score
Cn1c(=O)oc2cc(S(=O)(=O)N3CCCC(C(=O)Nc4ccc(Br)cc4F)C3)ccc21 (stereo unspecified)	106.0	-0.3
O=C(O)c1ccc2nc(-c3ccccc3)sc2c1	100.0	-0.1
COc1ccc(CCC(=O)NCCc2csc(-c3cccc(F)c3)n2)cc1	108.0	0.5
Cc1cccc(NC(=O)/C=N/OC(=O)Nc2ccccc2)c1	101.0	0.1
CCOC(=O)CC1=CSC(NC)N1c1c(C)cc(C)cc1C (stereo unspecified)	107.0	0.7
CCOC(=O)c1ccccc1NC(=O)c1cn(CC(C)C)c(=O)c2cc(OC)c(OC)cc12	109.0	1.2
CC(C)C(=O)Nc1nc(NC(=O)C(C)C)nc(-c2ccccc2C(F)(F)F)n1	100.0	-0.1
Cc1ccc(CNC(=O)CSc2nc(NC3CCCCC3)c3ccccc3n2)cc1	104.0	1.1
O=C(O)CCC(=O)OC[C@@H](NC(=O)C(Cl)Cl)[C@H](O)c1ccc([N+](=O)[O-])cc1	100.0	0
O=P(CCN1CCOCC1)(c1ccccc1)c1ccccc1	102.0	0.1
COc1ccc(-c2[nH]nc(SC)c2C#N)cc1	108.0	0.9
CCOC(=O)N1CCC(NC(=O)c2cc3c(-c4ccccc4F)nn(C)c3s2)CC1	103.0	0.4
COC(=O)/C=C/c1ccc(OC(=O)c2ccncc2)cc1	98.0	-0.2
CCN(c1cc(C)cc(C)c1)S(=O)(=O)c1nnc(NC(=O)C2CCCCC2)s1	104.0	-1.1
O=C(CSc1ccccc1Cl)NC1CCCCCC1	101.0	-0.2
O=C(NCCN=C1NS(=O)(=O)c2ccccc21)c1ccc(F)cc1	103.0	0.2
CCOC(=O)c1oc2ccc(S(=O)(=O)Nc3cc4c(cc3C)n(C)c(=O)c(=O)n4C)cc2c1C	102.0	0.5
COC(=O)c1ccc(NC(=O)CCNS(=O)(=O)c2cccc3nsnc23)cc1	105.0	0.2
Cc1cccc(CN2C(=O)CN=C(c3ccccc3)c3ccccc32)c1	104.0	-0.4
Cc1noc(-c2ccc(Cl)cc2)c1NC(=O)NN1CCCCC1	100.0	-0.3
Cc1cc(Nc2nc3ccccc3nc2Cl)n(-c2ccccc2)n1	102.0	0.4
CC(=O)c1ccc(-n2c(CCC(=O)O)ccc2-c2cccs2)cc1	107.0	0.5
OC(CNc1nc2ccccc2s1)c1ccccc1 (stereo unspecified)	104.0	0.1
Cc1ccc(N2COc3ccc(C(C)(C)C)cc3C2)cc1	102.0	0.5
COCC(=O)/C=C1\Sc2ccccc2N1C	105.0	1.7
CC(=O)c1cccc(NC(=O)Cn2c(-c3cncs3)nc3ccccc32)c1	111.0	1.1
O=C(N1CCOCC1)N1CCOCC1	99.0	-0.4

(further entries)
SMILES	Polio RdRp inh	Polio RdRp inh FP z-score
O=S(=O)(CC(O)COc1ccccc1)c1ccccn1 (stereo unspecified)	102.0	0
COC(=O)CC1C(=O)NCCN1C(=O)CSc1nnc(-c2ccccc2)o1 (stereo unspecified)	104.0	0.1
CCCCNc1ncnc2nc[nH]c12	103.0	1.3
Cc1ccc(-c2nc(S(=O)(=O)c3ccc(C)cc3)c(SCC(=O)c3ccccc3)o2)cc1	103.0	-0.6
CS(=O)(=O)N1CCC(C(=O)N2CCCCC2)CC1	101.0	-0.8
Cc1cc2nc(-c3ccc(OCc4ccccc4C)cc3)cc(C(F)(F)F)n2n1	109.0	1.1
CNC(=O)c1cc(-c2ccc(OC)cc2)nc2ccccc12	103.0	0.3
COc1ccc(C(=O)/C=C\Nc2ccc(S(=O)(=O)N=C(N)N)cc2)cc1OC	104.0	0.6
O=C(CSc1ccc2c(c1)OCCO2)NC(=O)NCc1ccco1	98.0	-0.6
CCc1nn(CC(=O)NC2CCN(Cc3ccccc3)CC2)c(=O)c2cc3sccc3n12	98.0	-1.6
NS(=O)(=O)c1ccc(CCNCc2cccs2)cc1	100.0	-0.1
CCn1c(=O)c2c3c(sc2n2c(=S)[nH]nc12)CCCC3	105.0	0.8
O=C(CCCc1nc2ccccc2s1)OCc1nnc(-c2cccs2)o1	102.0	-0.1
Cc1ccc(Cn2c(=O)c3ccccc3n3c(SCc4nc5ccc(Cl)cc5n4CCO)nnc23)cc1	109.0	1.4
CCSc1nn2c(=O)c(C(C)(C)C)nnc2s1	103.0	-0.1
COc1ccc(-c2noc(COC(=O)CSc3nc4ccccc4o3)n2)c(OC)c1	100.0	-0.6
CCOc1ccc(NC(=O)C(C#N)=C2CCCCCC2)cc1	103.0	0.2
Cc1cc(C)cc(OCC(=O)N2CCC(c3nc4ccccc4s3)CC2)c1	111.0	0.3
CC1=NN(c2ccccc2)C(=O)C1C(=O)c1ccc(F)cc1 (stereo unspecified)	102.0	0.3
COc1cccc(-c2nc(SCN3C(=O)c4ccccc4C3=O)[nH]c(=O)c2C#N)c1	99.0	-0.4
O=C(N/N=C/c1cccc(Br)c1)c1ccccc1O	111.0	0.9
CCOC(=O)C1CCCN(C(=O)Cn2c(=O)cc(C)c3c(C)nn(C)c32)C1 (stereo unspecified)	102.0	-0.2
COc1cc(NC(=O)NC(C)c2c(-n3cccc3)sc3c2CCCC3)cc(OC)c1OC (stereo unspecified)	108.0	0.2
CCOCCCNC(=O)C1CCN(c2nn3cc(-c4ccc(F)cc4)nc3s2)CC1	108.0	0.1
COc1ccccc1CNC(=O)C(C)n1c(=O)cc(C(F)(F)F)c2c(C)nn(C)c21 (stereo unspecified)	108.0	0.5

Continued, overlapping the part above by 4 compounds.
SMILES	Polio RdRp inh	Polio RdRp inh FP z-score
CCOC(=O)C1CCCN(C(=O)Cn2c(=O)cc(C)c3c(C)nn(C)c32)C1 (stereo unspecified)	102.0	-0.2
COc1cc(NC(=O)NC(C)c2c(-n3cccc3)sc3c2CCCC3)cc(OC)c1OC (stereo unspecified)	108.0	0.2
CCOCCCNC(=O)C1CCN(c2nn3cc(-c4ccc(F)cc4)nc3s2)CC1	108.0	0.1
COc1ccccc1CNC(=O)C(C)n1c(=O)cc(C(F)(F)F)c2c(C)nn(C)c21 (stereo unspecified)	108.0	0.5
C=CCn1c(=O)/c(=C/c2ccc3c(c2)OCO3)s/c1=C(/C#N)C(N)=O	99.0	-0.3
CCCn1c(CCCNC(=O)c2ccc(OC)c(OC)c2)nc2ccccc21	102.0	0.3
COc1ccc2c(c1C)CCC1=C(C)C(=O)CCC12C (stereo unspecified)	101.0	-0.2
O=C(Nc1cccc(F)c1)c1cccc(-c2cc3ccccc3oc2=O)c1	107.0	0.6
COc1ccc(C(=O)/C=C2/NCC3c4ccccc4CCN3C2=O)cc1 (stereo unspecified)	119.0	1.6
CCc1c(C)sc2c1CCN(C(=O)Nc1cc(Cl)c(OC)cc1OC)C2c1ccccc1 (stereo unspecified)	103.0	-0.5
Cc1ccc(-c2nc3ccccc3[nH]2)cc1N=Cc1cc(Br)ccc1O	111.0	0.9
Cc1cc(C)c(NC(=O)CSc2ncc3c(n2)-c2cc(Cl)ccc2N(C)S3(=O)=O)c(C)c1	117.0	0.7
O=C(O)CCCc1ccc(N(CCCl)CCCl)cc1	99.0&93.0	-0.2&-2.1
CC(=O)Oc1ccc2cc(-c3nc(-c4ccccc4)c(C)s3)c(=O)oc2c1	71.0	-7.7
O=C1Nc2cc(C(=O)N3CCC(Cc4ccccc4)CC3)ccc2Sc2ccccc21	101.0	-0.9
CCc1cccc(C)c1NC(=O)Cn1ccn(Cc2ccc(Cl)cc2)c(=O)c1=O	106.0	0
CCC(OC(=O)CC1Sc2ccccc2NC1=O)C(=O)NC1CCCC1 (stereo unspecified)	103.0	0.2
Clc1cccc(Cl)c1NC1=NCCN1	101.0&103.0&97.0	0.1&0.7&-0.8
Cc1cc(C)n2nc(CNS(=O)(=O)c3ccc(Cl)cc3)nc2n1	104.0	-0.4
C=C(C)Cn1nc(C)c(-c2cc(C(=O)O)[nH]n2)c1C	101.0	-0.1
COc1ccc(-n2c(-c3ccco3)nc3c(cnn3-c3ccccc3C)c2=O)cc1	102.0	-1.9
COc1ccc(C(=O)Nc2nccs2)cc1S(=O)(=O)N(C)Cc1ccccc1	103.0	-0.2
COc1ccc(CNC(=O)C2CCN(C(=O)N3CCOc4ccc(Cl)cc43)CC2)cc1	107.0	0
O=C1C2CC=CCC2C(=O)N1CNc1ccccc1 (stereo unspecified)	103.0	0.4
COc1cc2cc(C)nc(Cc3cccc4ccccc34)c2cc1OC	101.0	0
COc1cc(=O)n(C)c2c(OCC(O)C(C)(C)O)cccc12 (stereo unspecified)	99.0&101.0	-0.2&0.1
COCC(C)NC(=S)NC1CC(C)(C)NC(C)(C)C1 (stereo unspecified)	101.0	-0.1
O=C(NCCc1c[nH]c2ccccc12)c1cc(CN2CCCC2)on1	102.0	0.6
O=C(NCc1cccc(F)c1)C1CCN(c2nc3ccccc3nc2C(F)(F)F)CC1	112.0	1

The results go on:
SMILES	Polio RdRp inh	Polio RdRp inh FP z-score
CC(=O)N1CCC2(CC1)OC(=O)C(C)=C2C(=O)NCc1ccccc1	104.0	0.9
Cc1ccc(N2C(=N)S/C(=C/c3sccc3C)C2=O)cc1C	99.0	-0.8
Cc1cccc(C(=O)Nc2ccccc2C(=O)N2CCOCC2)c1	102.0	0.1
O=C(NC1CCCCC1)C(C(=O)c1ccccc1)n1ccccc1=O (stereo unspecified)	101.0	-0.3
COc1cccc(NC(=O)c2oc3ccccc3c2NC(=O)c2cc3ccccc3o2)c1	105.0	0.2
Cn1/c(=N/N=C/c2ccc(OCC(N)=O)cc2)sc2ccccc21	99.0	-0.4
CC1CCCC(NC(=O)COC(=O)c2ccccc2C(F)(F)F)C1C (stereo unspecified)	104.0	0.8
O=C1c2ccccc2C(=O)C1(c1ccccc1)N1CCN(c2cccc(C(F)(F)F)c2)CC1	108.0	1
Cc1ccc2nc(-c3c[nH]c4ccccc34)c(Nc3ccccc3C)n2c1	107.0	0.4
O=C(O)c1ccc(OCc2occc2C(=O)O)cc1	98.0	-0.6
CCCCN(C)S(=O)(=O)c1ccc(C(=O)Nc2sc3c(c2C(N)=O)CC(C)(C)NC3(C)C)cc1	107.0	0
CS(=O)(=O)c1ccc(-c2nnc(NC(=O)c3ccc4c(c3)OCCO4)o2)cc1	118.0	2.5
CCc1ccc(CNC(=O)C2CCCN(c3nnc(C)c4c(C)n(-c5ccc(OC)cc5)nc34)C2)cc1 (stereo unspecified)	116.0	1.8
CCN(C(=O)Cn1nc(C)n2c(cc3cc(C)ccc32)c1=O)c1ccccc1	106.0	1.8
COc1ccc(CCNC(=O)CSc2nnc(CNC(=O)c3c(F)cccc3Cl)o2)cc1OC	104.0	1.2
O=C(NCCc1ccccc1)C1CCN(S(=O)(=O)N2CCCCC2)CC1	102.0	0.2
Cc1cccc(N2CCN(CCCNC(=O)Cn3ncc4c([nH]c5ccccc54)c3=O)CC2C)c1 (stereo unspecified)	110.0	0.8
Cc1nn(Cc2ccccc2Cl)c(C)c1C(=O)NCC(C)C	104.0	0.2
CCOC(=O)c1ccc(CSc2ccc(Cl)cc2)o1	101.0	0.1
Cc1cc(C)c2c(n1)SCC(=O)N2CC(=O)Nc1ccc(C)c(C)c1	112.0	1.7
Fc1ccc(CSc2nncn3c2cc2occc23)c(Cl)c1	106.0	-0.2

3 entries from above, set out differently:
> CC1CCCC(NC(=O)COC(=O)c2ccccc2C(F)(F)F)C1C (stereo unspecified)
  Polio RdRp inh: 104.0
  Polio RdRp inh FP z-score: 0.8

> Cn1/c(=N/N=C/c2ccc(OCC(N)=O)cc2)sc2ccccc21
  Polio RdRp inh: 99.0
  Polio RdRp inh FP z-score: -0.4

> O=C1c2ccccc2C(=O)C1(c1ccccc1)N1CCN(c2cccc(C(F)(F)F)c2)CC1
  Polio RdRp inh: 108.0
  Polio RdRp inh FP z-score: 1
